Bioassay records from PubChem.
Rin1 Abl inh – human Rin1-Abl interaction inhibition; P00519+Q13671; TR-FRET Rin1/Abl binding, biochemical; inhibition, % at 7.35 µM; hit rate 0.4% among 360,000; AID 588664; in the data active means inhibition above about 5%, passing the limit was not always enough
Target sequence (P00519 whole entry, looked up): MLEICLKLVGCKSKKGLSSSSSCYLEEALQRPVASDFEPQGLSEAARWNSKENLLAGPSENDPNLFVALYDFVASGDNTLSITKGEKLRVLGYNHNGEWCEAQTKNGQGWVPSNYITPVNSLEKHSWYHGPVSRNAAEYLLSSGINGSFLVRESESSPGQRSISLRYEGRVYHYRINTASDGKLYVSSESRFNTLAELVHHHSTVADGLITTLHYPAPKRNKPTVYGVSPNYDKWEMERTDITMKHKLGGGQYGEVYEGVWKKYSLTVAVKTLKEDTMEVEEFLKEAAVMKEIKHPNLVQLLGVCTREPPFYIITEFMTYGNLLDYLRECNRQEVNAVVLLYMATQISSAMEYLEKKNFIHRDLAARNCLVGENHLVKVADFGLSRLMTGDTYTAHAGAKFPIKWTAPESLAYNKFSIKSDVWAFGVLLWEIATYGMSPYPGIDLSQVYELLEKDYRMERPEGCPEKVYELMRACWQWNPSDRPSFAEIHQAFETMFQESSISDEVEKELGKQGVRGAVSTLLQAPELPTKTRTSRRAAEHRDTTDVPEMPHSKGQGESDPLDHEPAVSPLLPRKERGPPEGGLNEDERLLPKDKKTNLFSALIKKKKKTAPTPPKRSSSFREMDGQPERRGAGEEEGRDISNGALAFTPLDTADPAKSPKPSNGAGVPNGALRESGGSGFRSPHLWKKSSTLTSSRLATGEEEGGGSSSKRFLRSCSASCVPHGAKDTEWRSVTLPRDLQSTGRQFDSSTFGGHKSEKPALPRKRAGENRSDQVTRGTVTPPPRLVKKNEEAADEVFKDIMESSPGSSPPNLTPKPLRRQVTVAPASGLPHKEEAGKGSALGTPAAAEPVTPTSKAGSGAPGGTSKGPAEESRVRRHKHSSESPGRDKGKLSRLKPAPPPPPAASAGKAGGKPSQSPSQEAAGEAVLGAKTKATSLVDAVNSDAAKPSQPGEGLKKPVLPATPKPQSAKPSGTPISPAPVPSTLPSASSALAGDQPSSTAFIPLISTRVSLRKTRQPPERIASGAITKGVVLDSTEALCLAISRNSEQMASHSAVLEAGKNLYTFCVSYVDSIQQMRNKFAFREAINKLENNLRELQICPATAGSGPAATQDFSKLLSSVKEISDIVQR
Target sequence (Q13671 whole entry, looked up): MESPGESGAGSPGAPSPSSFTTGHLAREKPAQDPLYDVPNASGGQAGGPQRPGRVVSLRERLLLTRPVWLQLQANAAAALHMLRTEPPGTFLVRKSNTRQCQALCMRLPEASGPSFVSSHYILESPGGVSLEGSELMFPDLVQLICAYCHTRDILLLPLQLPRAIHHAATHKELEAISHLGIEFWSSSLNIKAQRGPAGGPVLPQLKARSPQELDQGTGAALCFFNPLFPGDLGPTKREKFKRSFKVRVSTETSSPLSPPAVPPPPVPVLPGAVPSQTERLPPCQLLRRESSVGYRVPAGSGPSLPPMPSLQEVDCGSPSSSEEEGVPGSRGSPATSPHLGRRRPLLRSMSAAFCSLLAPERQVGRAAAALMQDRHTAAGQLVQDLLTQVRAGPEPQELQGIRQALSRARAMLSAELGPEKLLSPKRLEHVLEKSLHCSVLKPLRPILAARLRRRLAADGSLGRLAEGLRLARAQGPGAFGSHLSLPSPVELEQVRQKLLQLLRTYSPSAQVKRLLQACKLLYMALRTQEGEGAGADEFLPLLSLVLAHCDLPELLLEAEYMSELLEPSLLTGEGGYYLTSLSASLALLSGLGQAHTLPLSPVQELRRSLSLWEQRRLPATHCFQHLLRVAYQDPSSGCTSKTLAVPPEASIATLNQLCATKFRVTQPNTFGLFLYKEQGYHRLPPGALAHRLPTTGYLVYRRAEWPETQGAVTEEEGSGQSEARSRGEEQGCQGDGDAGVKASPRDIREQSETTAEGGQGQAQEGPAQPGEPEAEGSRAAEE
MsrA inhibitor – bovine MsrA inhibition; purified bovine MsrA, absorbance read-out; inhibition, % at 15.5 µM; hit rate 0.75% among 360,000; AID 651718; in the data active means inhibition above about 4.5%;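 further: 0% = vehicle wells with enzyme and 100% = reference inhibitor wells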
FAS-TE inh – FAS thioesterase (human) inhibition | P49327 | recombinant FAS-TE, OMFH fluorogenic substrate, fluorescence endpoint | inhibition, % at 15 µM | hit rate 0.67% among 360,000 | AID 602261;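 active means compounds whose normalised, plate-corrected inhibition of enzyme fluorescence in the single-dose primary screen is 50% or more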;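 further: 0% = DMSO with enzyme and 100% = substrate without enzyme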
Rpn11 inh – blocks the human proteasome subunit Rpn11; calls only at 20 µM; human 26S proteasome, Ub4-pepOG fluorescence polarization; 20S core pre-blocked with epoxomicin; hit rate 0.59% among 360,000; O00487;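 active means inhibition at 20 µM, scaled to each plate's controls, above about 33%, limit read from the data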
eLon inh – inhibits E. coli Lon protease. AID 602123. hit rate 0.42% among 360,000. inhibition, % at 7.94 µM. purified E. coli Lon protease, fluorescence polarization; in the data active means inhibition above about 13%, passing the limit was not always enough;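 further: 0% = enzyme with probe and DMSO and 100% = no enzyme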
CSN deneddyl inh – inhibitors of human CSN-mediated cullin deneddylation. Q92905. Purified CSN, SCF-Nedd8-OG deneddylation, fluorescence polarization. inhibition, % at 12.5 µM. hit rate 0.38% among 360,000. AID 651999;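 active means pattern-corrected inhibition above about 35%, with an unprinted fluorescence ratio check between 0.5 and 1.5, limit read from the data, passing the limit was not always enough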;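 further: 0% = enzyme with substrate and 100% = substrate without enzyme; some results filed as inactive read as strong as hits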
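Detection – fluorescence polarization · System – HEK293T-derived human Csn5 enzyme · Controls – substrate-only high control, full reaction low control · Timing – 90 min, room temperature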
bovine MsrA act – activates bovine MsrA enzyme; hit rate 0.3% among 360,000; activation, % at 10.6 µM; purified bovine MsrA, absorbance read-out; in the data active means activation above about 7.5%;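 further: 0% = vehicle and 100% = reference activator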
MT1-MMP act inh – blocks activation of human MT1-MMP. GFP/RFP ratio change, % at 20 µM. hit rate 0.061% among 360,000. HT1080 RFP-PRO-GFP cells, GFP/RFP ratio fluorescence, overnight; percent of plate control window, DMSO zero. P50281. AID 651647;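 active means GFP/RFP ratio change of at least 30% with cell ATP level not reduced by more than half and red fluorescence within 50% of control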; further: strong numbers were not always called active
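Material – HT1080 RFP-PRO-GFP cells · Control set – DMSO wells and RFP-L50D-GFP cells · Incubation – overnight cell settling, then overnight compound exposure, 37 °C, 5% CO2 · Compound dosing – single-point 20 µM compound, 1% DMSO · Read-out – GFP/RFP fluorescence ratio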
PABP1 MLLE inh – inhibitors of microRNA-mediated deadenylation, human PABP1 MLLE binding | P11940 | GST-MLLE / FITC-PAM2 fluorescence polarization | inhibition, % at 20 µM | hit rate 0.36% among 360,000; in the data active means inhibition above about 35%, passing the limit was not always enough;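 further: plate controls were DMSO wells with GST-MLLE for no effect and wells lacking GST-MLLE protein for full effect; some results filed as inactive read as strong as hits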
An asterisk follows results filed as active; i = inactive; x = not tested or not shown. This is a random part of the collection; about 3.7% have a hit in one of these screens.

1. Cc1c(OCC(=O)N[C@@H](CSCc2ccccc2)C(=O)O)ccc2c3c(c(=O)oc12)CCC3
2. Nc1c(Cl)cc(-c2cn(CCC(=O)O)c(-c3ccncc3)n2)cc1Cl
3. O=C(OCc1cc2ccccc2[nH]c1=O)c1ccncc1
4. CCCCOc1cc(CC2CNC(=O)N2)ccc1OC (stereo not given)
5. COc1ccc(OC)c(/C=N/NC(=O)C(=O)N2CCCCCC2)c1
6. COc1ccc(OC)c(C2=NS(=O)(=O)N(C)C(C(=O)Nc3cccc(C(C)=O)c3)=C2)c1
7. CCc1nc(SCC(=O)Nc2ccc(N(CC)CC)cc2)n[nH]1
8. Cc1ccccc1NC(=S)NCCc1c[nH]c2ccccc12
Screen / compound no.	1	2	3	4	5	6	7	8
Rin1 Abl inh	2	0	3	4	1	-3	4	1
MsrA inhibitor	0.2	0.7	1.4	2.5	1.9	-0.2	0.2	-0.8
FAS-TE inh	5	-9	-4	-5	-4	10	-4	2
Rpn11 inh	i	i	i	i	i	i	i	i
eLon inh	-2	-1	-4	-6	-1	0	-1	-7
CSN deneddyl inh	4	-5	-4	-1	4	0	-6	-3
bovine MsrA act	6	-1	7	-2	-3	-2	-6	-3
MT1-MMP act inh	5	10	1	4	-1	2	-2	1
PABP1 MLLE inh	9	-4	-2	6	-5	17	9	-34

9. CC(=O)c1ccc(NC(=O)c2cc(S(=O)(=O)N3CCOCC3)ccc2C)cc1
10. O=C1NC(=Nc2ccccc2Cl)S/C1=C\c1cccc([N+](=O)[O-])c1O
11. CCOc1ccccc1N1CCN(C(=O)/C=C/c2cccc([N+](=O)[O-])c2)CC1
12. O=C(NC1CCCC1)c1ccc(CSc2nc3ccncc3n2Cc2ccc(F)cc2)cc1
13. CCC(CC)Nc1ccc(C(CC(N)=O)NC(=O)Cc2ccc(Br)cc2)cc1[N+](=O)[O-] (stereo not given)
14. Cc1ccc(C)c(N2N=C(C(=O)OCC(=O)N(C)c3ccccc3)CCC2=O)c1
15. CO[C@H]1CC[C@@]2(C)[C@@H](CC[C@@H]3[C@@H]2CC[C@@]2(C)[C@H]3C[C@H](C(=O)N[C@@H](CCCN=C(N)N)C(=O)NCC(=O)N[C@@H](CC(=O)O)C(N)=O)O[C@]23CCCO3)C1
16. CN(Cc1ccccc1)C(=O)c1[nH]c(C(F)(F)F)nc1-c1ccccc1
Screen / compound no.	9	10	11	12	13	14	15	16
Rin1 Abl inh	1	2	-3	0	4	0	-1	2
MsrA inhibitor	-0.5	0.8	0.5	1.2	-0.7	2.1	x	-0.4
FAS-TE inh	-1	3	43	-2	-3	-4	-5	-8
Rpn11 inh	i	i	i	i	i	i	i	i
eLon inh	3	-44	0	-14	-2	13	-6	-3
CSN deneddyl inh	-1	23	1	1	32	3	-5	0
bovine MsrA act	-4	-4	-1	-3	0	-3	-8	0
MT1-MMP act inh	-5	2	0	-1	15	-2	4	3
PABP1 MLLE inh	-1	-74	5	-11	-14	-2	4	-2

Another view of 3 compounds above.
No. | mol | Rin1 Abl inh | MsrA inhibitor | FAS-TE inh | Rpn11 inh | eLon inh | CSN deneddyl inh | bovine MsrA act | MT1-MMP act inh | PABP1 MLLE inh
16 | CN(Cc1ccccc1)C(=O)c1[nH]c(C(F)(F)F)nc1-c1ccccc1 | 2 | -0.4 | -8 | i | -3 | 0 | 0 | 3 | -2
9 | CC(=O)c1ccc(NC(=O)c2cc(S(=O)(=O)N3CCOCC3)ccc2C)cc1 | 1 | -0.5 | -1 | i | 3 | -1 | -4 | -5 | -1
11 | CCOc1ccccc1N1CCN(C(=O)/C=C/c2cccc([N+](=O)[O-])c2)CC1 | -3 | 0.5 | 43 | i | 0 | 1 | -1 | 0 | 5

Other structures
17. COc1ccc(Cn2c(C)nc3ccc([N+](=O)[O-])cc3c2=O)cc1
18. COC(=O)c1ccc(N2CCN(C)CC2)c(NC(=O)c2cccs2)c1
19. CCCn1cnnc1CNC(=O)C1CCC(=O)N(CCCc2ccccc2)C1 (stereo not given)
20. Cc1cc(C)n(CC(=O)NNC(=O)c2ccc(S(C)(=O)=O)cc2)n1
21. O=C(c1ccc(COc2ccccc2Br)o1)N1N=C(C(F)F)CC1(O)C(F)F (stereo not given)
22. CC1(C)CC(C(CC(=O)O)c2ccccc2)CCO1 (stereo not given)
23. NNC(=O)Cn1nnc(-c2ccc(C(F)(F)F)cc2)n1
24. COc1cccc(CN2CCN(C(=O)Nc3ccc([N+](=O)[O-])cc3)CC2)c1
Screen / compound no.	17	18	19	20	21	22	23	24
Rin1 Abl inh	-5	1	2	4	-3	2	-3	2
MsrA inhibitor	2.5	0.7	0.4	-0.7	1.0	-0.5	-1.3	0.4
FAS-TE inh	70*	-6	-7	-1	0	-11	-4	-3
Rpn11 inh	i	i	i	i	i	i	i	i
eLon inh	6	-10	-6	10	1	-4	4	-5
CSN deneddyl inh	-4	-1	0	0	2	2	1	5
bovine MsrA act	1	-2	0	1	0	-2	-4	-5
MT1-MMP act inh	-2	-3	1	1	-8	5	-1	-2
PABP1 MLLE inh	-35	2	3	-2	4	2	-125	2

25. CCCCN(C)C(=O)C1CCC(=O)N(c2cc(OC)c(OC)c(OC)c2)C1c1ccc(OC)cc1 (stereo not given)
26. C/C(=N/OC(=O)c1ccc(C)cc1)C(=O)c1ccc(Br)cc1
27. O=C(NCc1ccccc1)C(c1cccnc1)N(C(=O)c1ccccn1)c1cccc(F)c1 (stereo not given)
28. CCCCSc1nnc2c(n1)[nH]c1ccccc12
29. Cc1ccc(S(=O)(=O)NCCC(=O)N2CCN(S(=O)(=O)c3cccc(F)c3)CC2)cc1C
30. O=[N+]([O-])c1ccc(O)c(/C=N/n2cnc3ccccc32)c1
31. CCCOc1ccc(/C=N/NC(=O)C2CCCN2S(=O)(=O)c2ccc(Cl)cc2)cc1 (stereo not given)
32. CC(=O)CCN1CCOCC1
Screen / compound no.	25	26	27	28	29	30	31	32
Rin1 Abl inh	1	2	7	-2	8	-3	-2	3
MsrA inhibitor	-1.1	-0.4	-0.8	-0.8	-0.3	1.6	1.6	1.7
FAS-TE inh	-5	10	-5	-6	1	8	19	-10
Rpn11 inh	i	i	i	i	i	i	i	i
eLon inh	-4	-7	6	3	-3	5	-8	-7
CSN deneddyl inh	-1	-3	4	4	-5	-1	2	-3
bovine MsrA act	-8	2	-11	-2	-6	-4	0	-4
MT1-MMP act inh	0	0	-3	2	-2	-16	1	2
PABP1 MLLE inh	-12	-1	13	0	-7	2	-6	0

Limited to Rin1 Abl inh and MT1-MMP act inh, for two of the compounds above:
#	SMILES	Rin1 Abl inh	MT1-MMP act inh
14	Cc1ccc(C)c(N2N=C(C(=O)OCC(=O)N(C)c3ccccc3)CCC2=O)c1	0	-2
22	CC1(C)CC(C(CC(=O)O)c2ccccc2)CCO1 (stereo not given)	2	5

(next part)
33. CSc1ncc(Cl)c(C(=O)Nc2ccccc2Br)n1
34. O=C(NCCC1=CCCCC1)Nc1ccc2nsnc2c1
35. Cc1cccc(NC(=O)Cn2c(=O)oc3ccccc32)c1C
36. CC(=O)c1c(N2CCC(C(N)=O)CC2)nc(=S)n(-c2ccccc2)c1C
37. CCOC(=O)[C@]12CCC=C1N(Cc1ccccc1)C(=O)[C@H](CC(=O)NCc1cccc3ccccc13)C2
38. COc1ccc(CCN(Cc2ccc(C(C)C)cc2)S(=O)(=O)c2ccc(S(=O)(=O)N(C)C)cc2)cc1OC
39. COc1ccc(CNC(=O)CNC(c2ccccc2)c2ccccc2)cc1OC
40. O=C(O)c1cc2cccc(S(=O)(=O)N3CCCCC3)c2cc1O
Screen / compound no.	33	34	35	36	37	38	39	40
Rin1 Abl inh	-1	0	5	2	x	-3	-3	2
MsrA inhibitor	-1.0	1.8	-0.9	0.7	1.4	0.3	0.2	1.3
FAS-TE inh	2	17	-3	-8	8	-7	2	-1
Rpn11 inh	i	i	i	i	x	i	i	i
eLon inh	2	0	3	10	4	-4	2	-5
CSN deneddyl inh	-1	2	2	-1	4	-5	4	2
bovine MsrA act	-4	-2	-7	-2	-5	-5	-7	-1
MT1-MMP act inh	-9	0	-2	8	0	0	3	-5
PABP1 MLLE inh	-2	-11	12	31	x	18	4	-5

41. CCn1c(SCC(=O)Nc2ccc3c(c2)OCO3)nc2c1c(=O)n(C)c(=O)n2C
42. Cc1cccn2c(=O)c3cc(C(=O)NCC4CCCO4)c(=N)n(Cc4ccc(F)cc4)c3nc12 (stereo not given)
43. Cc1ccc(CNC(=O)C(C)C2Sc3ccccc3NC2=O)cc1 (stereo not given)
44. CN(C)S(=O)(=O)c1ccc2oc(SCC(=O)c3c(N)n(C4CC4)c(=O)[nH]c3=O)nc2c1
45. CCOC(=O)c1cc(CC)sc1NC(=O)c1ccc([N+](=O)[O-])c(N2CCOCC2)c1
46. Cc1cc(C)c(NC(=O)CN2CCN(S(=O)(=O)c3ccc4c(c3)OCCO4)CC2)c(C)c1
47. CCc1ccc(NC(=O)C2CCN(C(=O)N3CCOc4ccccc43)CC2)cc1
48. COc1ccc(Br)c(C(=O)OCC(=O)NC2CCCCCC2)c1
Screen / compound no.	41	42	43	44	45	46	47	48
Rin1 Abl inh	-2	-10	-4	0	-3	7	1	-5
MsrA inhibitor	0.4	0.5	-0.9	-0.7	0.1	-0.7	-0.1	2.4
FAS-TE inh	-3	2	-4	-8	-6	-1	5	10
Rpn11 inh	i	i	i	i	i	i	i	i
eLon inh	-5	-2	-13	-2	-4	-5	4	-2
CSN deneddyl inh	-1	-2	-4	1	-4	-1	2	-1
bovine MsrA act	-6	-9	-3	3	-2	-4	-3	-2
MT1-MMP act inh	0	-3	2	-1	-1	0	-2	2
PABP1 MLLE inh	5	-15	0	13	2	25	1	-15

49. CCOC(=O)C1CCCN(S(=O)(=O)c2cc(C(=O)OC)n(C)c2)C1 (stereo not given)
50. CCn1c(CNC(=O)c2ccccc2F)nnc1SCCOc1ccccc1
51. N[C@@H](Cc1ccccc1)C(=O)N1CCC(C(=O)NCC(=O)Nc2ccc(F)cc2)CC1
52. O=C(c1cccc(Br)c1)N1CCN(C(=O)c2cccc(Br)c2)CC1
Screen / compound no.	49	50	51	52
Rin1 Abl inh	-3	-1	-1	2
MsrA inhibitor	0.5	0.0	-0.3	-1.0
FAS-TE inh	-8	-8	-7	-3
Rpn11 inh	i	i	i	i
eLon inh	-1	5	8	0
CSN deneddyl inh	2	-2	3	-1
bovine MsrA act	-1	-10	2	-4
MT1-MMP act inh	-2	2	2	-1
PABP1 MLLE inh	14	-13	2	-2
